Bioassay records deposited in PubChem by Icahn School of Medicine at Mount Sinai.
ROC1-CUL1 inh: inhibitors of human ROC1-CUL1 ubiquitin ligase activity; 140,000 compounds, 0.6% hits; P62877+Q13616; inhibition, % at 10 µM; in vitro K48 di-Ub FRET, acceptor:donor ratio, 45 min; AID 1347404; in the data active means inhibition above about 25%
Target sequence (P62877 whole entry, looked up): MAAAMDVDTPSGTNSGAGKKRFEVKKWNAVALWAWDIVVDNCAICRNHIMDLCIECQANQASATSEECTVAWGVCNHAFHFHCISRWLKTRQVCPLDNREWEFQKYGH
Target sequence (Q13616 whole entry, looked up): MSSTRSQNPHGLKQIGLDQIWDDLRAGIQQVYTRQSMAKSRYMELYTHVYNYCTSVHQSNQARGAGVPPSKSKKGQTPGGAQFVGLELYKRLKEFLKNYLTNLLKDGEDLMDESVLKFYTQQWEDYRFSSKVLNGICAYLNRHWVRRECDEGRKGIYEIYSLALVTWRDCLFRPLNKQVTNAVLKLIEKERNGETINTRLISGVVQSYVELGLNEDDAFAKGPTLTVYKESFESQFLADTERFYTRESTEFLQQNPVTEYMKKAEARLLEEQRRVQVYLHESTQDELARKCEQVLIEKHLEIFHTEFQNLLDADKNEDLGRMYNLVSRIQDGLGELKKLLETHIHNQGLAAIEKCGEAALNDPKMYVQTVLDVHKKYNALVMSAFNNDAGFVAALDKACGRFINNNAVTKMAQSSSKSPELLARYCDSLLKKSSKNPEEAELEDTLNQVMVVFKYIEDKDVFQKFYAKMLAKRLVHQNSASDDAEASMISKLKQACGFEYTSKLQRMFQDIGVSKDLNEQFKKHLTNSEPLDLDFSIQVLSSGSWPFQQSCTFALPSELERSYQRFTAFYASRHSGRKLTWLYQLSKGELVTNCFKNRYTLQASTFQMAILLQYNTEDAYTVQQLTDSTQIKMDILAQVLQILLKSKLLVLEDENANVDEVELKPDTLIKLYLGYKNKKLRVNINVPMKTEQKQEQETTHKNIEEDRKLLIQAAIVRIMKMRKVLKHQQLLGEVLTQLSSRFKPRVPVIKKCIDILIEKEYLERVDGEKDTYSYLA
* hit, by the source's call; & = joins results of further samples.

SMILES	ROC1-CUL1 inh
COc1ccc(C(=O)NCC2OCCc3ccccc32)cc1OC (stereo not given)	-2
Cc1ccc(NC(=O)N2CCC(CN3CCC(C)CC3)CC2)cc1F	-5
Cc1cc(C)c2c(NC(=O)c3ccccc3)c(C(=O)Nc3ccc(F)cc3)sc2n1	6
Cc1ccc(C2C3=C(CCCC3=O)N(c3cccc(Cl)c3)C(=N)C2C(=O)c2ccccc2)cc1 (stereo not given)	1
O=C1CCCC(c2cnc3ccccc3c2)C1 (stereo not given)	-1
CC1CNc2c(N)cc(Cl)cc2CN1 (stereo not given)	-5
CC(Cn1cncn1)NC(=O)c1coc(CN2CCN(c3ccccc3F)CC2)n1 (stereo not given)	9
O=C1S/C(=C\c2ccccc2)C(=O)N1Cc1ccc(F)cc1	5
Cc1oc(-c2ccc(C(=O)NCc3ccc(Cl)cc3)cc2)nc1CS(=O)(=O)c1ccccc1	-7
OCC1CCCCN1CCNc1nc2nonc2nc1N1CCCC1 (stereo not given)	5
O=C(Nc1ccc(Oc2ccccc2)cc1)C1CCN(S(=O)(=O)c2ccccc2)CC1	-10
CCOc1ccc(C(=O)Nc2ccc(Cl)c(-c3nc4ncccc4o3)c2)cc1Cl	6
COc1cccc(CNC(=O)C(=O)NCC(c2cccs2)S(=O)(=O)c2ccccc2)c1 (stereo not given)	-9
COc1ccc(-c2cc(C(F)(F)F)n3nc(C(=O)Nc4ccc5c(c4)OCO5)cc3n2)cc1	-5
CN(C(=O)c1ccc(S(=O)(=O)N2CCOCC2)cc1)c1ccccc1	0
COc1ccc(-c2noc(CNS(=O)(=O)c3ccc(Br)cc3)n2)cc1OC	-3
CCCCn1c(=O)c2c(nc3n2CC(C)=NN3C(C)C)n(C)c1=O	5
Cc1ccc(NC(=O)c2ccccc2OCC(=O)c2ccccc2)cc1	-2
CCn1c(C(=O)N2CCC(C(=O)NCCc3ccccc3)CC2)cc2sccc21	0
COC(=O)c1c(C)sc(-c2c(-c3ccc(OC)c(F)c3)[nH]c3c2c(=O)n(C)c(=O)n3C)c1O	3
O=C1c2ccccc2C(=O)N1CCSc1ncn[nH]1	6
O=C1CC(CC(=O)N2CCCCC2c2nccs2)(c2ccccc2)C(=O)N1CCc1ccccn1 (stereo not given)	8
C=CCOC(=O)C1C(C)=NC(=S)NC1c1ccc(OC(=O)c2ccco2)cc1 (stereo not given)	6
O=c1cc(C(F)(F)F)oc2c1ccc1ccccc12	3
Cc1cc2oc(C(=O)NCCc3ccc(S(N)(=O)=O)cc3)cc(=O)c2cc1C	5

Five records picked at random from the list so far, as already listed:
SMILES	ROC1-CUL1 inh
O=c1cc(C(F)(F)F)oc2c1ccc1ccccc12	3
Cc1cc2oc(C(=O)NCCc3ccc(S(N)(=O)=O)cc3)cc(=O)c2cc1C	5
CN(C(=O)c1ccc(S(=O)(=O)N2CCOCC2)cc1)c1ccccc1	0
COc1cccc(CNC(=O)C(=O)NCC(c2cccs2)S(=O)(=O)c2ccccc2)c1 (stereo not given)	-9
CC(Cn1cncn1)NC(=O)c1coc(CN2CCN(c3ccccc3F)CC2)n1 (stereo not given)	9

Continuation.
SMILES	ROC1-CUL1 inh
Cc1cccc(-c2cccc(NC(=O)C3CCCN3Cc3nc[nH]c3C)c2)c1 (stereo not given)	-3
O=c1/c(=C\c2cn(Cc3ccccc3F)c3ccccc23)sc2n1C(c1ccccc1)C1=C(N=2)c2ccccc2CC1 (stereo not given)	12
COc1ccc(-c2nnc(NC(=O)C34CC5CC(CC(C5)C3)C4)s2)cc1OC	-1
Cc1nnc(SCC(=O)N2CCCC(C(=O)c3ccc4c(c3)OCO4)C2)o1 (stereo not given)	-2
O=C(Cc1ccncc1)N1CCC2(CCCN(Cc3ccc(F)cc3)C2=O)C1 (stereo not given)	8
COc1cc(Br)cc2cc(C(=O)NCCc3c(C)[nH]c4ccc(C)cc34)c(=O)oc12	-5
CNC(=O)Nc1ccc(Cl)nc1Cl	2
CCOc1ccc(CNC(=O)c2ccc3c(c2)c(C)c(C)n3C)cc1	-10
COc1ccccc1-n1c(-c2cn(C)nc2C)n[nH]c1=S	0
Cc1cccc(OCC(=O)N(Cc2cccs2)c2ccc(Cl)cc2)c1C	5
COc1ccc(-c2nc(CNC(=O)Nc3ccccc3)c(C)o2)c(OC)c1	-8
CC1(C)OC(C)(C)/C(=C/c2c(Cl)cccc2Cl)C1=O	5
Cc1ccnc(SCC(=O)N2CCN(c3ccccc3)CC2)n1	-2
C=CCn1c(CNc2ccc(C)cc2)nnc1SCC(=O)N/N=C/c1ccc(OC)c(OC)c1	3
COc1cc(Br)cc(/C=N/Nc2nc(Nc3ccc(Br)cc3)nc(-n3nc(C)cc3C)n2)c1O	-5
Cc1ccccc1/C=N/NC(=O)c1cc2c(ccc3ccccc32)o1	5
O=C1C=CC(=O)C2C3c4ccccc4C(c4ccccc43)C12 (stereo not given)	10
NS(=O)(=O)c1ccc(C(=O)OCc2cccc(Br)c2)cc1	10
Cc1ccc(CNC(=O)c2cc(S(=O)(=O)N3CCCC(C)C3)cn2C)cc1 (stereo not given)	2
CCc1ccc(C2N3CC4(C)CN2CC(c2ccccc2)(C3)C4=O)cc1 (stereo not given)	7
O=C(O)CC(NS(=O)(=O)c1ccc(Cl)cc1)c1ccccc1 (stereo not given)	5
Cc1ncc2c(c1-c1noc(COc3ccc(F)c(Cl)c3)n1)CCNC2	-3
CC(C)(C)c1ccc(-c2nn(CNc3ccccc3I)c(=S)o2)cc1	-6
CC(C)NC(=O)CC(=O)Nc1ccc2nc3n(c(=O)c2c1)CCCCC3	-8
O=C(Cn1c(=O)n(-c2ccc(F)cc2)c(=O)c2sccc21)Nc1cccc(C(F)(F)F)c1	2

Some of the entries so far, as a markdown table:
| molecule | ROC1-CUL1 inh |
| --- | --- |
| Cc1nnc(SCC(=O)N2CCCC(C(=O)c3ccc4c(c3)OCO4)C2)o1 (stereo not given) | -2 |
| O=C(Cc1ccncc1)N1CCC2(CCCN(Cc3ccc(F)cc3)C2=O)C1 (stereo not given) | 8 |
| COc1cc(Br)cc2cc(C(=O)NCCc3c(C)[nH]c4ccc(C)cc34)c(=O)oc12 | -5 |

The list continues:
SMILES	ROC1-CUL1 inh
Cc1ccc(C)c(N2CCN(CCCNC(=O)Cn3c(-c4cccs4)cc4ccccc43)CC2)c1	0
CN(Cc1ccsc1)C(=O)Nc1nnc(-c2ccccc2)s1	-2
CCOC(=O)C1C(=N)N(c2cccc([N+](=O)[O-])c2)C2=C(C(=O)CCC2)C1c1ccc(OC)c(O)c1 (stereo not given)	-5
O=C(NC(=O)c1ccc(Cl)c(Cl)c1)OC1CCS(=O)(=O)C1 (stereo not given)	-12
COC(=O)c1cccc(C(=O)N2CCC3(CCCN(C)C3=O)C2)c1 (stereo not given)	6
Cc1nc(Cl)sc1C(=O)Nc1ccccc1	0
COc1ccc(CN(Cc2ccco2)C(=O)c2ccccc2F)cc1	2
CC(=O)N1CCc2cc(Br)cc(S(=O)(=O)CCC(=O)N3CCN(c4ccc(F)cc4)CC3)c21	-11
Cc1nn2c(=O)cc(COC(=O)c3cccs3)nc2s1	-8
CCCCNC(=O)c1nnn(-c2cccc(Cl)c2C)c1C	3
CC(C)n1c(=O)c2oc3ccccc3c2n(CC(=O)Nc2ccccc2Cl)c1=O	-3
NC(=O)c1ccc(C2CCCN2C(=O)c2cccc(-n3cccc3)c2)s1 (stereo not given)	-6
CC(C)OC(=O)c1ccc(N2C(=O)C3C4C=CC(C4)C3C2=O)cc1 (stereo not given)	0
O=C(CN1C(=O)CSC1=O)Nc1ccc(Br)cc1	-4
CC(=O)NCC(=O)NC1CC(=O)N(Cc2cccc(F)c2)C1 (stereo not given)	5
CCc1ccc(C(=O)N2CCN(c3ccccc3C)CC2)cc1	-3
O=C(COc1ccccc1)Nc1ccc2nc(SCC(=O)c3ccc(Cl)cc3)sc2c1	-3
CSc1nnc2c(n1)OC(c1ccc(N(C)C)cc1)N(C(C)=O)c1ccccc1-2 (stereo not given)	2
CCOC(=O)C1=C(C)N=c2s/c(=C\c3ccc(OCc4cccc(C(=O)O)c4)c(OC)c3)c(=O)n2C1c1ccc(OC)c(OC)c1 (stereo not given)	0
O=C(c1ccc(S(=O)(=O)N2CCOCC2)cc1)N1CCN(c2ccccc2F)CC1	7
Cc1ccc(NC(=O)Cn2ccn(-c3ccc(F)c(F)c3)c(=O)c2=O)cc1C	-3
Cc1noc(C)c1C(=O)Nc1nnc(-c2ccccc2)s1	-1
Cc1cc(C)nc(NC(=NCCc2c[nH]c3ccc(Cl)cc23)NC(=O)c2ccccc2C)n1	7
CC(C)c1cnc2c(c1SCc1cccc(F)c1)c(=O)n(C)c(=O)n2C	2
O=C(O)c1cc([N+](=O)[O-])c(/C=C/c2ccccc2)s1	7
(list continues)
SMILES	ROC1-CUL1 inh
CCOc1ccc(NC(=O)c2ccccc2OCC(=O)c2ccc(Br)cc2)cc1	-6
O=C(CN1C(=O)C2(SCC(=O)N2c2cccc(Cl)c2)c2ccccc21)NCc1ccccc1 (stereo not given)	-6
COc1ccc(Nc2ncc3c(n2)CCN(Cc2ccccc2C)C3)c(OC)c1	-10
O=C(Nc1ccc(-c2cccc(F)c2)cc1)C1CCCN(C(=O)c2cncs2)C1 (stereo not given)	-2
Cc1cccc(OCC(=O)N/N=C/c2c(C)[nH]n(-c3ccccc3)c2=O)c1C	1
CN1CCN(C2Cc3ccc(F)cc3Sc3cc(F)c(Cl)cc32)CC1 (stereo not given)	-3
CC1=Nc2nc3ccccc3n2C(c2cccc(Cl)c2)C1C(=O)N1CCCCC1 (stereo not given)	-12
Cn1c(-c2nc3ncccc3[nH]2)n[nH]c1=S	-4
Cc1ccccc1N=c1scc(-c2ccccc2)n1NC(=O)c1ccncc1	2
Cc1cccc(NC(=O)C2CCCN(S(=O)(=O)c3c(C)n[nH]c3C)C2)c1 (stereo not given)	-4
Cc1ccccc1NC(=O)Cn1nc(-c2ccc(F)cc2)c2cnc3ccccc3c21	-5
CN(C)c1nc(=O)[nH]c2nccnc12	-1
COC(=O)c1cnc(N2CCN(c3ccc(OC)cc3)CC2)c2ccccc12	1
COCC1CCCN(C(=O)c2cc(COc3cccc(OC)c3)[nH]n2)C1 (stereo not given)	0
CC(Cc1cccs1)NC(=O)CCc1nnc(Cc2ccc3c(c2)OCO3)o1 (stereo not given)	-3
CNC(=O)C1CCC(Cn2c(=O)c3sccc3n(CC(=O)N3CCC(C)CC3)c2=O)CC1 (stereo not given)	-2
COC(=O)c1ccc(C)c(OC(=O)c2sc(Cl)nc2C)c1	1
CCc1ccccc1NC(=O)Cn1nc(N2CCN(c3ccccc3OC)CC2)ccc1=O	-9
N#Cc1ccccc1Cn1c(=O)n(CCCC(=O)NCc2ccc3c(c2)OCO3)c(=O)c2sccc21	8
Nc1nonc1-c1nc2ccccc2n1Cc1ccc(Cl)cc1	-6
O=C(NCc1ccccc1Cl)NCc1noc2ccccc12	-5
CCOC(=O)c1cc2c(=O)n3ccccc3nc2n(C(C)C)c1=NC(=O)C(C)(C)Oc1ccc(Cl)cc1	10
CCOC(=O)c1cc2c(=O)n3ccccc3nc2n(Cc2ccco2)c1=NC(=O)c1ccc(F)cc1	5
COc1ccc(N(CC(=O)NCCc2ccccc2)S(=O)(=O)c2c(C)nn(C)c2C)cc1	1
COCCCNC(=O)CN1C(=O)COc2ccc(S(=O)(=O)N3CCOCC3)cc21	-2
(next part)
SMILES	ROC1-CUL1 inh
COC(=O)c1c(NC(=O)c2nc(SCc3ccc(F)cc3)ncc2Cl)sc2c1CCCC2	4
O=C(Nc1cccc(N2CCNC2=O)c1)C1CC12CCN(C(=O)c1ccccc1Cl)CC2 (stereo not given)	-3
CCN1CCN(C2(C(=O)N(C)CCc3c(C)n[nH]c3C)Cc3ccccc3C2)CC1	0
COc1ccc(C2C(C(=O)c3ccc(Cl)cc3)C(=O)C(=O)N2c2ccc(C)c(Br)c2)c(OC)c1 (stereo not given)	2
COC(=O)c1nc2n(n1)C(c1cccc(Cl)c1)C(C(=O)Nc1ccccc1OC)C(C)=N2 (stereo not given)	-7
Cn1c2cn[nH]c2c(=O)n1-c1ccccc1	-2
O=C(Cn1cc(C(=O)C(F)(F)F)c2ccccc21)NCc1cccs1	1
COC(=O)CN1C(C(=O)c2ccccc2)=C(OC(=O)c2ccccc2)c2ccccc2S1(=O)=O	-1
COC(=O)Nc1sc2c(c1C(=O)OC)CCC2	2
O=C1C2C3C=CC(C4CC34)C2C(=O)N1c1cc([N+](=O)[O-])ccc1Cl (stereo not given)	0
Nc1nonc1-c1nc2ccccc2n1Cc1c(Cl)cccc1Cl	-4&4
CC(C)(C)c1ccc(NC(=O)CCSc2ccc3ccccc3n2)cc1	-2
Cc1cc(C)cc(Nc2cc(-c3ccccc3)nc(C)n2)c1	2
CC(=O)Nc1c(C)nn(-c2ccccc2)c1N1CCC(C(=O)Nc2cc(F)ccc2F)CC1	6
CCn1c(-c2ccccc2OC)c(Cl)nc(Cl)c1=O	-1
COC(=O)C1=C(C(=O)OC)C(C(=O)OC)N2C(=C1C(=O)OC)c1sccc1-c1cscc12 (stereo not given)	1
NC(=O)c1nc(Nc2ccccc2)sc1NC(=O)c1c(F)cccc1F	-4
COc1c(S(=O)(=O)Nc2cccc(-c3cn4ccsc4n3)c2)ccc(Cl)c1Cl	-3
COc1ccc(Cc2nn3c(-c4ccc(C(C)(C)C)cc4)nnc3s2)cc1	3
O=C(Nc1ccc(F)c(Cl)c1)N1CCC(CN2CCOCC2)CC1	5
O=C(CN1CCN(Cc2ccc(F)cc2)C1=O)NCc1ccc(F)cc1	1

Six structures out of the list, arranged by length of the SMILES, largest number first.
SMILES	ROC1-CUL1 inh
COC(=O)c1c(C)sc(-c2c(-c3ccc(OC)c(F)c3)[nH]c3c2c(=O)n(C)c(=O)n3C)c1O	3
Cc1ccc(C)c(N2CCN(CCCNC(=O)Cn3c(-c4cccs4)cc4ccccc43)CC2)c1	0
CC1=Nc2nc3ccccc3n2C(c2cccc(Cl)c2)C1C(=O)N1CCCCC1 (stereo not given)	-12
O=C(CN1CCN(Cc2ccc(F)cc2)C1=O)NCc1ccc(F)cc1	1
COc1ccc(C(=O)NCC2OCCc3ccccc32)cc1OC (stereo not given)	-2
CCCCNC(=O)c1nnn(-c2cccc(Cl)c2C)c1C	3

Only part of the results is shown. The share of hits here may be higher or lower than overall.
